GalR3 antagonist: antagonists of human GalR3; O60755; inhibition, % at 3 µM; 360,000 compounds, 0.44% hits; HEK293 GalR3-CNG cAMP membrane potential fluorescence; galR3 body fused to GalR1 C-terminus;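 active = inhibition above the screen-wide average plus 3 SD, cut at about 13% in these data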;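 also: forskolin and galanin both at EC90 stimulate the cells; cAMP rise reported by CNG channel membrane potential dye signal; 0% = forskolin plus galanin with DMSO and 100% = forskolin alone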
Target sequence (O60755 1-299 limits assumed): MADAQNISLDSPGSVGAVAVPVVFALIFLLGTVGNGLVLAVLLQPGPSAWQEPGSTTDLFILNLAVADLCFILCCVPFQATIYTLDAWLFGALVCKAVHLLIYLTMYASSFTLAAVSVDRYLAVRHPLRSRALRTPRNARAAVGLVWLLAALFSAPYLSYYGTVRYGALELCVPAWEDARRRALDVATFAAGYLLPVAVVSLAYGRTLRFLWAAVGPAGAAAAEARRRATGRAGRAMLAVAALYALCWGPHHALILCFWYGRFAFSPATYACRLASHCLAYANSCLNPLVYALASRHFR
V1aR counter: V1a receptor agonism, counter-screen for OXTR agonists; P37288; CHO-V1R cells, Fluo-8 calcium fluorescence, agonist mode; 0% DMSO, 100% 3 nM vasopressin; activation, % at 3 µM; 320,000 compounds, 0.25% hits; AID 2797;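 active = activation above the mean activation of all tested compounds plus 3 SD, per screening run, cut at about 20% in these data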;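 also: signal is peak over basal fluorescence ratio across a 100 second FLIPR read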
OXTR ag: agonists of human oxytocin receptor. CHO-OTR cells, Fluo-8 calcium fluorescence; normalized: DMSO 0%, oxytocin 100%. activation, % at 3 µM. 320,000 compounds, 0.32% hits. AID 2435;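 active = activation above the mean of all tested compounds plus 3 SD, cutoff set per screening run, cut at about 20% in these data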;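 also: peak over basal fluorescence ratio from a 100 s FLIPR kinetic read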
Target sequence (P30559 whole entry, looked up): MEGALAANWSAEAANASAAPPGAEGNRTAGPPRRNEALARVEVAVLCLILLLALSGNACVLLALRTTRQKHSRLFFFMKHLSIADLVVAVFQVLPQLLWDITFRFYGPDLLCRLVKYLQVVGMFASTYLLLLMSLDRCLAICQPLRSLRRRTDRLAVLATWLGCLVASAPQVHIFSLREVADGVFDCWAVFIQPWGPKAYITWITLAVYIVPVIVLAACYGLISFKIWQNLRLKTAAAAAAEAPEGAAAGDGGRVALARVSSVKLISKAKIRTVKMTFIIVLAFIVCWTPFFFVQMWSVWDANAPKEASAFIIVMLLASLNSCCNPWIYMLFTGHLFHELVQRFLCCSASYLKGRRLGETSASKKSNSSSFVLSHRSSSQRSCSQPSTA
MEKK2 WT-MEK5: raises or lowers MEK5 binding to wildtype human MEKK2 PB1 domain; binding response (% of control), % at 10 µM; bead flow cytometry, Alexa488-MEK5 binding to MEKK2 WT; actives lie on both sides; 290,000 compounds, 1.1% hits; AID 1531; in the data active = binding response below about 67% or above about 130%
OXTR potentiate: potentiates the human oxytocin receptor response; P30559; CHO-OTR cells, Fluo-8 calcium fluorescence, potentiator mode; 0% = oxytocin EC15, 100% = EC100; activation, % at 3 µM; 320,000 compounds, 0.061% hits; AID 2445;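 active = activation above that plate's cutoff, the mean activation of tested compounds plus 3 SD, cut at about 6.6% in these data, passing the limit was not always enough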;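 also: 100% uses oxytocin at 75 nM as the full agonist control; some results filed as inactive read as strong as hits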
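Replication – single well per compound, singlicate · Assay system – CHO cell line stably expressing human OTR · Timing – 6 min pre-incubation, 100 s read · Measure – normalized max/min fluorescence ratio, % activation · Doses – 3.0 µM, one dose · Detection – Fluo-8 calcium dye fluorescence · Probe or stimulus – oxytocin near EC15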
NALP1 inh: blocks the NALP1 inflammasome reconstituted in yeast. S. cerevisiae NALP1/ASC/caspase-1 growth, X-gal OD620, 72 h. inhibition, % at 10 µM. 280,000 compounds, 0.61% hits; in the data active = inhibition mostly above about 24%, no sharp cut-off; inactive = mostly below about 32%; also: some compounds called inactive have numbers as strong as hits
GPR7 antag: antagonists of human GPR7 (neuropeptides B/W receptor 1) | 290,000 compounds, 1.1% hits | GPR7-expressing cells, fluorescence antagonist assay | AID 1861 | inhibition, % at 4.4 µM | P48145; in the data active = inhibition above about 16%, passing the limit was not always enough;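 also: cells stimulated with the agonist NPW; 0% = agonist with vehicle and 100% = vehicle without agonist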
Target sequence (P48145 whole entry, looked up): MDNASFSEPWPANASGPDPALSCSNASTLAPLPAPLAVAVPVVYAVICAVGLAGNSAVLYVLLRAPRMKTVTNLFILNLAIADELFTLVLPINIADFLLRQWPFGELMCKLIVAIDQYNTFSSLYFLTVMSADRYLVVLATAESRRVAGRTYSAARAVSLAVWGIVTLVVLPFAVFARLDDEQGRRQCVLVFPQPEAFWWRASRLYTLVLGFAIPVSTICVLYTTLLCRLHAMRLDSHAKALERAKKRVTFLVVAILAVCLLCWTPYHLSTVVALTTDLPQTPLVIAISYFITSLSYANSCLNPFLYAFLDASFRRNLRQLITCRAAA
M18AAP inhibitor: PfM18AAP enzyme inhibition. inhibition, % at 7.35 µM. recombinant PfM18AAP, H-Glu-NHMec fluorogenic cleavage. AID 1822. 290,000 compounds, 1.2% hits;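 active = inhibition above the campaign mean inhibition over all tested compounds plus 3 SD, cut at about 28% in these data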;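 also: 0% = plate median of test compound wells and 100% = 2 mM ZnCl2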
MEKK2 mut-MEK5: signal of MEK5 binding to mutant human MEKK2 PB1 domain | bead flow cytometry, Alexa488-MEK5 binding to MEKK2 mutant | AID 1530 | percent response, % at 10 µM | 290,000 compounds, 0.35% hits; in the data active = percent response above about 24%, passing the limit was not always enough; also: inactives centre near 1; some results filed as inactive read as strong as hits
An asterisk follows results filed as active; x = no result given; [ ] = dose if it differs, or a comment.

[1] CCn1c(=N)n(CC(=O)c2cccc([N+](=O)[O-])c2)c2ccccc21
[2] O=C(N=Nc1c(O)[nH]c2ccc(F)cc12)C1COc2ccccc2O1 (configuration not stated)
[3] COC(=O)c1ccc(NC(=O)CSc2nc3ccccc3c(=O)[nH]2)cc1
[4] Cc1ccc(C2(C)NC(=O)N(CC(=O)NCc3ccccc3Cl)C2=O)cc1 (configuration not stated)
[5] COc1ccc(NC(=O)C2C(=O)NC3(C)CC2c2ccccc2O3)cc1 (configuration not stated)
[6] Cc1cccc(OCCOCCN2CCOCC2)c1C
[7] CC[C@H](C)[C@H](NC(N)=O)C(=O)Nc1ccc2c(c1)OCO2
[8] COC(=O)c1ccn(Cc2ccccc2Cl)n1
[9] Cc1nc2cc(OCc3cc(C(=O)NC(C)c4cnn(C)c4)no3)ccc2s1 (configuration not stated)
[10] Cc1cc(=O)[nH]c(SCc2nnnn2-c2ccc(Cl)cc2)n1

Screen / compound no.	1	2	3	4	5	6	7	8	9	10
GalR3 antagonist	0	-3	-6	-11	-3	-2	2	-6	-1	-8
V1aR counter	-0.1	0.3	0.3	2.7	0.4	1.0	0.1	x	2.5	1.6
OXTR ag	-0.5	-0.5	0.8	-1.8	-0.9	-1.0	0.2	x	0.7	0.5
MEKK2 WT-MEK5	100	89	101	105	96	x	91	112	113	98
OXTR potentiate	-5	-4	-1	-18	-7	-1	-2	x	-8	-1
NALP1 inh	26	-1	7	5	-4	8	5	11	28	18
GPR7 antag	15	-8	4	3	5	1	-4	-17	-9	8
M18AAP inhibitor	-9	3	13	-8	-1	4	11	0	1	-10
MEKK2 mut-MEK5	-2	-18	-2	4	-8	x	-4	5	7	-3

[11] O=C(Cn1c(-c2cscn2)nc2ccccc21)Nc1ccccc1F
[12] COc1cc(NC(=O)COC(=O)CNC(=O)c2ccc(C)s2)cc(OC)c1
[13] Cc1nn2c(NCC(C)C)c3c(nc2c1-c1ccccc1)CCC3
[14] O=C(NCC1(N2CCOCC2)CCCCC1)c1cccc(S(=O)(=O)Nc2ccc(F)cc2)c1
[15] O=C(O)CSCc1ccc(Cl)cc1
[16] CCOC(=O)c1cn(-c2ccc([N+](=O)[O-])cc2)c2cc(Cl)c([N+](=O)[O-])cc2c1=O
[17] Nc1cc(C(=O)OCC(=O)N2CCC(Cc3ccccc3)CC2)ccc1Cl
[18] COC(=O)CSc1ncnc2c1sc1nc(N3CCOCC3)c3c(c12)CCCC3
[19] N#Cc1c2nc3ccccc3nc2n2cc(NC(=O)c3ccc(F)cc3)ccc12
[20] Cc1cccc(N(CC(=O)N/N=C/c2cc([N+](=O)[O-])ccc2Cl)S(C)(=O)=O)c1C

Screen / compound no.	11	12	13	14	15	16	17	18	19	20
GalR3 antagonist	-4	-2	x	-7	-4	4	0	-5	-2	x
V1aR counter	-0.5	-0.4	0.0	2.2	1.0	-0.8	2.9	-0.4	x	-0.3
OXTR ag	-0.8	-2.6	-1.1	2.5	0.2	-1.3	2.6	-1.2	x	0.8
MEKK2 WT-MEK5	100	95	91	x	108	117	x	95	-1.0*[inhibitor]	105
OXTR potentiate	-5	-7	0	-3	-2	0	-5	-17	x	-7
NALP1 inh	8	-4	18	x	x	20	x	7	30	4
GPR7 antag	0	-18	-17	x	-11	-4	x	7	-11	12
M18AAP inhibitor	-10	0	-4	x	-12	0	x	-2	3	-12
MEKK2 mut-MEK5	1	-7	-6	x	4	17	x	0	-5	10

Single records (already shown).
Record of COc1cc(NC(=O)COC(=O)CNC(=O)c2ccc(C)s2)cc(OC)c1 : GalR3 antagonist = -2; V1aR counter = -0.4; OXTR ag = -2.6; MEKK2 WT-MEK5 = 95; OXTR potentiate = -7; NALP1 inh = -4; GPR7 antag = -18; M18AAP inhibitor = 0; MEKK2 mut-MEK5 = -7
Record of O=C(Cn1c(-c2cscn2)nc2ccccc21)Nc1ccccc1F : GalR3 antagonist = -4; V1aR counter = -0.5; OXTR ag = -0.8; MEKK2 WT-MEK5 = 100; OXTR potentiate = -5; NALP1 inh = 8; GPR7 antag = 0; M18AAP inhibitor = -10; MEKK2 mut-MEK5 = 1
Record of CCOC(=O)c1cn(-c2ccc([N+](=O)[O-])cc2)c2cc(Cl)c([N+](=O)[O-])cc2c1=O : GalR3 antagonist = 4; V1aR counter = -0.8; OXTR ag = -1.3; MEKK2 WT-MEK5 = 117; OXTR potentiate = 0; NALP1 inh = 20; GPR7 antag = -4; M18AAP inhibitor = 0; MEKK2 mut-MEK5 = 17

Following part.
[21] CCc1ccc(CNC(=O)C2CCN(S(=O)(=O)N3CCC4(CC3)OCCO4)CC2)cc1
[22] COc1ccc(NC(=O)c2ccc(-c3ccc([N+](=O)[O-])cc3)o2)cc1OC
[23] Cc1ccc(NC(=O)COC(=O)C2=COCCO2)cc1
[24] O=C(CN(c1ccccc1)S(=O)(=O)c1ccccc1)Nc1ccccc1C(=O)NCc1ccco1
[25] Cc1c(C(N)=O)sc2ncn(CC(=O)OC(C)C)c(=O)c12
[26] O=Cc1c(NC2CCCCC2)c2ccccc2[nH]c1=O
[27] CCN(CC)c1ccc(/C=N/N2CCN(Cc3ccccc3)CC2)cc1
[28] COc1ccc(OC)c(-c2cc(C3CCN(C(=O)OC(C)(C)C)CC3)[nH]n2)c1
[29] Cc1ccc(Cl)cc1N1CCN(C(=O)CSc2nnc3n2C(C)(C)Cc2ccccc2-3)CC1
[30] Cc1nnc(SCC(=O)NCc2ccccc2)[nH]c1=O

Screen / compound no.	21	22	23	24	25	26	27	28	29	30
GalR3 antagonist	-4	-3	-4	-4	-6	-7	-2	-3	-2	-8
V1aR counter	1.5	5.4	1.0	0.9	0.0	0.4	-0.4	2.5	6.8	-0.5
OXTR ag	-1.3	5.0	-0.7	-2.5	0.4	-0.4	-2.1	-1.2	5.0	-0.2
MEKK2 WT-MEK5	95	105	101	96	108	106	105	103	98	102
OXTR potentiate	-8	-13	4	-7	-12	-5	-3	-14	-23	-4
NALP1 inh	4	40	16	9	10	4	9	1	2	4
GPR7 antag	-16	2	-13	-10	2	-1	-12	-14	-12	-9
M18AAP inhibitor	1	-3	-1	0	0	2	10	-4	-14	2
MEKK2 mut-MEK5	1	0	3	-3	5	11	0	1	-3	2

[31] Cc1nn(Cc2ccccc2)c(C)c1C(=O)OCC(=O)c1cc(C)n(C2CC2)c1C
[32] COC(=O)c1cc(S(=O)(=O)NCC2CCN(Cc3cccc(Cl)c3)CC2)c[nH]1
[33] COc1ccc(CCN2C(=O)CC(NNC(=O)c3cccc(O)c3)C2=O)cc1 (configuration not stated)
[34] Cn1cnnc1SCc1ccccc1
[35] CN1CCCN(C(=O)c2cccc3ccccc23)CC1
[36] C=CCn1cc(Cl)c(=O)n(CC=C)c1=O
[37] COc1ccc(C2=Nn3c(nnc3-c3ccccc3)SC2)cc1OC
[38] Cn1nc([N+](=O)[O-])nc1Sc1cccc2cccnc12
[39] COc1ccc(C2C=C(Nc3ccccc3)C(=O)N2c2ccccc2)cc1OC (configuration not stated)
[40] O=C(Nc1nc2ccc(F)cc2s1)c1cccc(S(=O)(=O)N2CCc3ccccc32)c1

Screen / compound no.	31	32	33	34	35	36	37	38	39	40
GalR3 antagonist	-6	-9	-11	-5	-7	-1	-3	-5	1	-6
V1aR counter	-0.8	0.3	1.8	0.3	1.6	0.8	-0.1	-0.4	1.2	0.1
OXTR ag	-0.5	0.0	-1.4	0.6	1.6	-0.7	0.2	-0.8	0.9	1.1
MEKK2 WT-MEK5	99	109	104	x	104	95	98	95	98	112
OXTR potentiate	-5	-7	0	-10	0	-1	3	-6	-8	0
NALP1 inh	12	26	6	21	7	4	6	14	24	29
GPR7 antag	9	-2	-7	-1	-13	-8	-10	-2	-4	-7
M18AAP inhibitor	-2	18	3	11	1	-3	4	-4	1	2
MEKK2 mut-MEK5	0	0	0	x	4	-4	-2	-10	0	-1

[41] CC1CCCCC1NC(=O)COC(=O)c1ccc2c(c1Cl)C(=O)c1ccccc1C2=O (configuration not stated)
[42] CCN1CCCC1CNC(=O)c1cc2cc(F)ccc2[nH]1 (configuration not stated)
[43] COc1ccc(S(=O)(=O)N2CCN(C)CC2)cc1
[44] CCCN1CCN(C(=O)c2ccc(F)c(S(=O)(=O)N3CCOCC3)c2)CC1
[45] Cc1cc(N2CCN(Cc3cn(C)nc3-c3ccccc3F)CC2)cc(C)n1
[46] CCCc1nnc(NC(=O)CCC(=O)N2CCN(c3ccccn3)CC2)s1
[47] Cc1ccc(C)c(OCCC(=O)OCC(=O)NCCc2ccc(S(N)(=O)=O)cc2)c1
[48] Cc1cccc(NC(=O)CN2C(=O)NC3(CCCC3)C2=O)n1
[49] COc1ccc(S(=O)(=O)N2CCCCC2)cc1NC(=O)C1CC(=O)N(Cc2ccco2)C1 (configuration not stated)
[50] Fc1ccccc1CSc1nc2ncccc2[nH]1

Screen / compound no.	41	42	43	44	45	46	47	48	49	50
GalR3 antagonist	-1	-11	-11	-4	-1	6	1	-1	-2	-3
V1aR counter	0.2	0.7	0.3	0.4	1.2	3.3	2.1	0.4	1.1	-0.1
OXTR ag	-0.4	12	0.2	-0.1	1.0	-0.3	1.9	1.0	1.0	-1.5
MEKK2 WT-MEK5	92	137	102	x	97	97	x	x	x	106
OXTR potentiate	-12	-18	8	-7	-9	-2	-3	-9	4	-10
NALP1 inh	30	2	2	x	13	-3	x	x	x	3
GPR7 antag	-9	2	-8	x	-3	5	x	x	x	2
M18AAP inhibitor	-5	3	1	x	-11	-3	x	x	x	6
MEKK2 mut-MEK5	-3	15	4	x	-9	1	x	x	x	12

Of the compounds above, 2 contain two or more sulfur atoms.
[18] COC(=O)CSc1ncnc2c1sc1nc(N3CCOCC3)c3c(c12)CCCC3
[40] O=C(Nc1nc2ccc(F)cc2s1)c1cccc(S(=O)(=O)N2CCc3ccccc32)c1

Screen / compound no.	18	40
GalR3 antagonist	-5	-6
V1aR counter	-0.4	0.1
OXTR ag	-1.2	1.1
MEKK2 WT-MEK5	95	112
OXTR potentiate	-17	0
NALP1 inh	7	29
GPR7 antag	7	-7
M18AAP inhibitor	-2	2
MEKK2 mut-MEK5	0	-1

Continued.
[51] Cc1ccc(-c2cc(C(=O)NCc3ccccn3)no2)cc1
[52] Cc1cc(N2C(=O)CC(Cc3ccc(Cl)cc3)C2=O)no1 (configuration not stated)
[53] CCOC1(/N=C(\C)NS(=O)(=O)c2ccc(Cl)cc2)C(C)=CC(=O)C=C1C
[54] COc1ccc(OC)c(S(=O)(=O)Nc2ccc(OCC(=O)O)cc2)c1
[55] NC(=O)C1CCCN(S(=O)(=O)c2ccc3ccccc3c2)C1 (configuration not stated)
[56] Cc1ccc(S(=O)(=O)CCC(=O)OCC(=O)N2c3ccccc3NC(=O)C2(C)C)cc1

Screen / compound no.	51	52	53	54	55	56
GalR3 antagonist	-4	2	-6	0	0	-2
V1aR counter	0.6	-0.1	0.9	0.1	0.3	-0.4
OXTR ag	-0.3	-1.0	0.2	-0.1	0.6	-1.2
MEKK2 WT-MEK5	87	68	101	101	101	x
OXTR potentiate	-2	-1	-12	-2	-2	-13
NALP1 inh	8	27	10	-10	10	x
GPR7 antag	-6	-4	-1	-4	-14	x
M18AAP inhibitor	-1	1	6	1	3	x
MEKK2 mut-MEK5	-9	-12	1	0	-3	x
